# A3G deaminase: APOBEC3G DNA deaminase inhibitors, primary screen, biochemical, fluorescence, single-stranded DNA substrate, uHTS; AID 493012, 2011; inhibition, % at 20 µM; DNA dC->dU-editing enzyme APOBEC-3G (Homo sapiens), Q9HC16; recombinant A3G, ssDNA deamination FAM/TAMRA fluorescence; 330,000 tested, 0.28% active;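 active = inhibition of at least 40% at 20 µM, with no more than 30% in the related APOBEC3A deaminase screen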;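 also: plate controls were DMSO wells with A3G for no effect and wells lacking A3G enzyme for full effect; some compounds called inactive have numbers as strong as hits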
# tim10-1 inh: growth inhibitors of tim10-1 mutant yeast, primary screen, luminescence, uHTS. S. cerevisiae tim10-1 ts strain growth, BacTiter-Glo, 24 h. inhibition, % at 20 µM. 330,000 tested, 2.2% active;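 active = inhibition of at least 40%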;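 also: mutant grown at 25 °C; 0% = DMSO wells with yeast and 100% = wells holding no yeast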
# hIAP inh: human IAP inhibitors, primary screen, biochemical, luminescence, uHTS | Intestinal-type alkaline phosphatase (Homo sapiens), P09923 | purified IAP, CDP-Star luminescence, 30 min | inhibition, % at 10 µM | 330,000 tested, 0.12% active | AID 2544, 2010;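 active = inhibition reaching a set limit with compound at 10 µM in the primary screen, cut at about 35% in these data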;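 also: plate controls were DMSO wells with enzyme for no effect and no-enzyme buffer wells for full effect; values of inactives mirror those of a sister screen read the other way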
# Target sequence (P09923 whole entry, looked up): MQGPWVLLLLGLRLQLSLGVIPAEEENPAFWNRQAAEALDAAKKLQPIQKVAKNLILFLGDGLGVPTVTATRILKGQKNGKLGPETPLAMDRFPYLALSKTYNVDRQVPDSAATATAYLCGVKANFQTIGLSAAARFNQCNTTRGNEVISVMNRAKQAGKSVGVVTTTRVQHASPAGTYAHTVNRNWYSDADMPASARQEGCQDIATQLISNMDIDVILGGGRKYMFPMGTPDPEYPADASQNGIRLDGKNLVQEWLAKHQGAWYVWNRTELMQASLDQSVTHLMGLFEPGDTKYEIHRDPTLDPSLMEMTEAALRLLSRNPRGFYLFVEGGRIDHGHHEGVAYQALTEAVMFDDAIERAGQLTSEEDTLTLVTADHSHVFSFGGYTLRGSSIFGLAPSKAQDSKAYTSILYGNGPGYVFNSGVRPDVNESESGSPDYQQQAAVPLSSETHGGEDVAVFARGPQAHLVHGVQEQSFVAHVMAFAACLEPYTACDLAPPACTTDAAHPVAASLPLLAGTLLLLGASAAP
# MIN6 prolif: inducers of MIN6 beta-cell proliferation, primary screen, ATP luminescence, uHTS; MIN6 cells proliferation, ATPlite luminescence, 48 h; cells starved in 0.2% serum; 100% = growth in 10% serum; AID 2380, 2010; 330,000 tested, 0.29% active; proliferation, % at 10 µM;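 active = compounds whose signal lies at least 3.5 SD above the mean of all wells on their plate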;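 also: 0% = DMSO-treated cells in low-serum medium and 100% = 10% serum control; some compounds called inactive have numbers as strong as hits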
# TIM10 inh: growth inhibitors of isogenic TIM10 control yeast, primary screen, counter-screen for tim10-1 yeast inhibitor project, luminescence, uHTS | S. cerevisiae TIM10 strain growth, BacTiter-Glo luminescence, 24 h | inhibition, % at 10 µM | 330,000 tested, 1.4% active;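 active = inhibition of 40% or more at the single tested concentration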;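 also: wild-type TIM10 isogenic control strain grown at permissive 25 °C; 0% = DMSO yeast wells and 100% = minimal medium wells without yeast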
# NALP3 yeast inh: NALP3 inflammasome inhibitors in reconstituted yeast, primary screen, luminescence, uHTS | Yeast reconstituted NLRP3/ASC/caspase-1, beta-gal luminescence, 24 h | inhibition, % at 10 µM | 330,000 tested, 0.39% active | AID 2825, 2010;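 active = inhibition of 50% or more; inactive = inhibition below 50%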;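 also: plate controls were induced DMSO wells for no effect and uninduced yeast grown without galactose for full effect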
# mIAP act: activators of mouse IAP, primary screen, biochemical, luminescence, uHTS. 330,000 tested, 0.24% active. activation factor at 10 µM. muIAP, CDP-Star luminescence, 30 min; hits give high values; 1 = vehicle-only enzyme signal, 0 = enzyme-free wells. AID 2805, 2010;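 active = activation factor of at least 2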; also: the source names both 10 and 20 µM as test concentration; values of inactives mirror those of a sister screen read the other way
#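 System: mouse IAP enzyme. Reagent: CDP-Star chemiluminescent phosphatase substrate. Benchmarks: DMSO wells, no-enzyme wells. Times: 30 min enzyme-substrate-compound incubation at room temperature. Detection: luminescence from enzymatic CDP-Star hydrolysis. Doses: test compounds delivered from DMSO solution.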
# A3A deaminase: APOBEC3A ssDNA deaminase inhibitors, primary screen, selectivity assay for APOBEC3G inhibitor project, biochemical, FAM/TAMRA oligo cleavage fluorescence; DNA dC->dU-editing enzyme APOBEC-3A (Homo sapiens), P31941; recombinant A3A, FAM/TAMRA ssDNA deamination fluorescence; inhibition, % at 20 µM; 330,000 tested, 0.41% active;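 active = at least 40% inhibition at 20 µM here, with at most 30% in a related deaminase screen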;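 also: plate controls were A3A with DMSO for no effect and wells lacking A3A enzyme for full effect; some results filed as inactive read as strong as hits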
# Target sequence (P31941 whole entry, looked up): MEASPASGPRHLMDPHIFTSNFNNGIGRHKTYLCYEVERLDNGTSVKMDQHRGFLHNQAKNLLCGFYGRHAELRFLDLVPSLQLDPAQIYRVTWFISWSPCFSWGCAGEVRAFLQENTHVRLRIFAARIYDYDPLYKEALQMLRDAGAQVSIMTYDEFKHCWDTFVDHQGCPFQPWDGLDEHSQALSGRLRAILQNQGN
# mIAP block: inhibitors of mouse IAP, primary screen, biochemical, luminescence, uHTS; intestinal alkaline phosphatase [Mus musculus]; purified mouse IAP, CDP-Star luminescence, 30 min; inhibition, % at 10 µM; 330,000 tested, 0.2% active; AID 2806, 2010;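 active = inhibition of at least 40% at 10 µM in the primary screen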;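 also: plate controls were DMSO with enzyme for no effect and no enzyme wells for full effect; values of inactives mirror those of a sister screen read the other way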
# * hit, by the source's call.
Compound,A3G deaminase,tim10-1 inh,hIAP inh,MIN6 prolif,TIM10 inh,NALP3 yeast inh,mIAP act,A3A deaminase,mIAP block
O=C(c1n[nH]c(=O)c2ccccc12)N1CCOCC1,-7,-16,-2,5,-2,11,0.95,-4,5
COc1ccc(C(=O)/C(C#N)=N/Nc2ccccc2[N+](=O)[O-])cc1,-1,29,-4,0,11,5,0.84,4,16
COCCN(C(=O)CC1CCCCC1)c1c(N)n(CC(C)C)c(=O)[nH]c1=O,-6,-12,-2,2,-2,6,1.1,-2,-12
O=C1N(c2ccccc2)c2ccccc2C1(O)C(F)(F)F (stereo not given),-9,7,2,0,15,-6,0.96,-3,4
COc1ccc(NC(=O)Cc2c(O)c3ccccc3[nH]c2=O)cc1,-7,-7,-11,-4,-22,4,1,-5,-1
COc1ccc(NS(=O)(=O)c2cccc(-c3n[nH]c(=S)n3Cc3ccccc3)c2)cc1,-8,5,1,-1,2,8,1.2,-7,-19
Cc1ccc(CNC(=O)CCS(=O)(=O)c2ccc(Br)s2)cc1,6,18,-2,0,12,8,1,9,-4
CCCCCCc1nc(C(N)=O)c2[nH]c(=O)n(-c3ccc(OCC)cc3)c2n1,-4,17,-131,-4,17,7,1,-4,-3
CCCN(CCC)c1nc(-c2ccccn2)nc2ccccc12,-7,17,-39,-5,32,50*,0.9,-2,10
CN(C(=O)COC(=O)c1n[nH]c(=O)c2ccccc12)c1ccccc1,-9,-3,-1,-3,2,11,1,-4,0
N#Cc1cc2c(nc1SCC(N)=O)CCCCC2,-1,2,-5,-2,-1,10,0.96,2,4
COc1ccc(CCNC(=O)CC2C(=O)NCCN2CC(C)(C)C)cc1 (stereo not given),-2,34,-2,-2,14,12,0.94,0,6
CCC(C)c1ccc(OCC(=O)Nc2ccc3c(c2)C(=O)NC3=O)cc1 (stereo not given),-7,13,-16,-4,6,10,0.86,-2,14
N#CC(Cc1cccc(CC(C#N)(c2ccccc2)c2ccccc2)c1)(c1ccccc1)c1ccccc1,-10,-17,-2,-3,-2,-11,1.1,-3,-12
CSc1ccccc1NC(=O)CN(C)C(=O)Cc1c(F)cccc1Cl,-8,7,-7,1,-9,6,0.92,-4,8
COc1ccc(NC(=O)COC(=O)c2ccc(S(=O)(=O)N(C)c3ccccc3OC)cc2)cc1OC,-9,26,1,-2,21,-4,0.9,6,10
O=C(Cc1ccc(Cl)cc1)N/N=C/c1cccs1,-5,7,10,2,-8,-6,0.99,-3,1
CC(=O)N1c2ccccc2C(C)=CC1(C)C,-5,-5,-2,-2,4,-4,0.94,1,6
O=C(Nc1cnc2ccccc2c1)c1ccncc1,-12,12,10,0,-15,16,1,-2,-2
CC1CCN(c2ccc(C(=O)NCc3ccco3)cc2[N+](=O)[O-])CC1,0,30,21,-3,22,23,1,0,-3
COc1ccc(CNC(=O)COC(=O)c2cccnc2Nc2cccc(C(F)(F)F)c2)cc1,-3,15,-3,-3,9,-8,0.92,-2,8
O=C(c1ccco1)N1CCN(C(=O)C2CCN(S(=O)(=O)c3cccc4nsnc34)CC2)CC1,0,15,24,-1,11,12,0.96,-1,4
CC(OC(=O)c1cccc(N(C)C)c1)C(=O)N1CCc2ccccc2C1 (stereo not given),-5,-5,2,-2,-8,29,0.97,-4,3
CCCCOc1ccc(Cn2c(=O)oc3ccccc32)cc1,-5,34,-50,-1,-5,31,1,-1,-3
CCOc1ccc(-n2c(SCC(=O)Nc3cc(C)on3)nc3c(c2=O)SCC3)cc1,-8,-9,3,0,10,10,0.92,-2,8
COC(=O)c1sccc1NC(=O)c1c(C)cc(=O)oc1C,-6,-22,-5,3,-20,-30,1.1,-3,-6
CCc1ccccc1NC(=O)c1cc(-c2ccc(F)cc2)on1,-1,0,-7,-3,-20,1,0.99,5,1
CCOCCCNC(=O)c1ccc(CS(=O)(=O)Cc2ccccc2F)o1,-6,9,13,-2,1,6,0.95,3,5
COc1ccc(CCNC(=O)CSc2nnc(-c3ccccc3)o2)cc1OC,-9,10,0,0,-4,11,0.99,-1,1
O=C(COC(=O)c1ccccc1O)NC(=O)c1ccc(OC(F)F)cc1,-9,17,-17,-3,9,11,1.1,-2,-13

# Overlap with the part before: five compounds, followed by the next part.
Compound,A3G deaminase,tim10-1 inh,hIAP inh,MIN6 prolif,TIM10 inh,NALP3 yeast inh,mIAP act,A3A deaminase,mIAP block
COC(=O)c1sccc1NC(=O)c1c(C)cc(=O)oc1C,-6,-22,-5,3,-20,-30,1.1,-3,-6
CCc1ccccc1NC(=O)c1cc(-c2ccc(F)cc2)on1,-1,0,-7,-3,-20,1,0.99,5,1
CCOCCCNC(=O)c1ccc(CS(=O)(=O)Cc2ccccc2F)o1,-6,9,13,-2,1,6,0.95,3,5
COc1ccc(CCNC(=O)CSc2nnc(-c3ccccc3)o2)cc1OC,-9,10,0,0,-4,11,0.99,-1,1
O=C(COC(=O)c1ccccc1O)NC(=O)c1ccc(OC(F)F)cc1,-9,17,-17,-3,9,11,1.1,-2,-13
COc1ccccc1N1CCN(C(=O)c2c(C)noc2C)CC1,-9,7,10,6,14,18,0.96,-6,4
CN(C)/C=C1/C(=O)N(c2ccc([N+](=O)[O-])cc2)N=C1c1ccccc1,-1,18,-3,-1,19,16,0.84,0,16
Cc1ccc(NC(=S)NC(=O)C2CCCC2)c(Br)c1,-5,27,15,-3,41*,31,1,-3,-2
c1nc(NCc2ccc3c(c2)OCO3)c2cc(-c3ccoc3)ccc2n1,-4,4,-20,-4,12,0,1.1,0,-15
Nc1ncnc(N)c1N=Nc1ccccc1,-1,-33,-14,0,-4,-5,0.92,1,8
CCCc1cc(C(=O)N2CCC(n3nccc3NC(=O)c3ccc(OC)cc3)CC2)no1,3,13,-15,1,-5,17,0.99,-2,1
CC1CCN(c2ccc(NC(=O)c3cccnc3)cc2)CC1,-5,5,11,-1,21,5,0.96,2,4
CCOc1cc(CO)cc(Br)c1OCC(=O)O,3,1,-10,-3,-17,17,1.1,8,-8
O=C(COc1ccc(Cl)cc1)Nc1ccc2c(c1)C(=O)NC2=O,-2,-5,-16,1,12,16,0.95,2,5
CC1CCN(C(c2cc3cc4c(cc3[nH]c2=O)OCO4)c2nnnn2CC2CCCO2)CC1 (stereo not given),-6,8,8,0,-4,11,1,1,-4

# (list continues)
mol,A3G deaminase,tim10-1 inh,hIAP inh,MIN6 prolif,TIM10 inh,NALP3 yeast inh,mIAP act,A3A deaminase,mIAP block
CC1CCCN(C2=C(NS(=O)(=O)c3ccc(Cl)cc3)C(=O)c3ccccc3C2=O)C1 (stereo not given),-4,20,4,-2,4,-5,1,-1,-3
COc1ccccc1NC(=O)Cn1nnc(C(=O)NCc2ccc3c(c2)OCO3)c1N,-2,11,2,0,-5,9,1,-1,0
c1csc(C2CCCN2c2nc3nonc3nc2NC2CC2)n1 (stereo not given),-5,-8,-11,2,9,14,0.95,-1,5
Cc1c(OCC(=O)N2C[C@H]3C[C@@H](C2)c2cccc(=O)n2C3)ccc2c3c(c(=O)oc12)CCCC3,-7,-6,-11,2,7,4,1,3,-4
CC(C)c1ccc(S(=O)(=O)N2CCC(C(=O)NCc3ccco3)CC2)cc1,-5,17,-10,1,-2,20,1,0,-1
O=C(COc1ccc(C2SCCS2)cc1)Nc1ccc(Cl)cc1,1,0,21,-2,1,30,0.96,8,4
CCc1c(O)nc(SCC(=O)Nc2ccccc2C)n(-c2ccc(C)cc2)c1=O,-4,3,-11,4,0,16,0.97,-5,3
COc1ccc(CN(C)C(=O)c2ccc(OCC(=O)N3CCOCC3)c(OC)c2)cc1,-3,-10,11,-6,4,5,0.95,-1,5
COc1ccccc1OCCNC(=O)c1cccs1,6,14,-11,3,7,29,1,-3,-1
O=C(CSc1nc(O)cc(=O)n1-c1ccccc1)Nc1ccc2c3c(cccc13)CC2,-1,9,12,-1,5,10,0.83,-3,17
Cc1cc(C)cc(N(CC(=O)NCc2ccccc2Cl)S(=O)(=O)c2c(C)[nH]c(=O)[nH]c2=O)c1,-4,20,-2,-1,24,-7,0.95,-1,5
Cc1c(NC2=NC(C)(C)Cc3ccccc32)c(=O)n(-c2ccccc2)n1C,-3,7,-4,1,2,3,0.98,-2,2
Cc1ccc(S(=O)(=O)N2CCc3ccccc3C2)cc1,2,14,11,-5,-3,3,0.96,-3,4
COc1ccc(S(N)(=O)=O)cc1C(=O)OCC(=O)N1CCCC(C)C1 (stereo not given),-5,4,6,-1,-4,5,1,-2,-1
N/C(=N\OC(=O)c1ccc(Cl)cc1)c1ccccn1,2,37,7,-5,62*,14,1,3,-3
O=C(NC1CCSc2ccccc21)c1ccc(F)cc1 (stereo not given),-8,14,-13,-3,-14,22,1.1,-1,-7
CC(=O)Nc1ccc2nc(CN3CCN(Cc4ccc(F)cc4)C(CCO)C3)ccc2c1 (stereo not given),-4,-2,13,0,4,7,0.94,-3,6
CCOC(=O)N1CCN(CC(O)c2ccccc2)CC1 (stereo not given),3,0,1,0,-3,3,1.1,7,-6

# Reprinted from above (two entries):
mol,A3G deaminase,tim10-1 inh,hIAP inh,MIN6 prolif,TIM10 inh,NALP3 yeast inh,mIAP act,A3A deaminase,mIAP block
Cc1ccc(S(=O)(=O)N2CCc3ccccc3C2)cc1,2,14,11,-5,-3,3,0.96,-3,4
COc1ccc(S(N)(=O)=O)cc1C(=O)OCC(=O)N1CCCC(C)C1 (stereo not given),-5,4,6,-1,-4,5,1,-2,-1

# Bioassay records from PubChem.
